DAX1 inh-1: DAX1 (NR0B1) inhibition, primary screen | HEK293T StAR-luciferase reporter, SF-1/DAX-1 repression relief | AID 652010 | inhibition, % at 6.8 µM | actives 1.1% (n = 370,000);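 active = inhibition above the mean over all tested compounds plus 3 SD, cut at about 3.6% in these data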;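 also: 0% = DAX-1 cells with DMSO and 100% = cells lacking DAX-1 with DMSO; higher inhibition means more luminescence from relief of DAX-1 repression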
hcDAF-12 act: activates DAF-12 receptor from parasite H. contortus | HEK293 hcDAF-12 lit1-tk-luc reporter, luminescence; 0% DMSO, 100% Δ7-dafachronic acid | activation, % at 6.8 µM | actives 1.4% (n = 370,000);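 active = activation above the mean of all tested compounds plus 3 SD, cut at about 5.5% in these data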;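 also: 100% = response to 3 µM Δ7-dafachronic acid high control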
GAA850 FXN act: frataxin GAA850 promoter activation; HEK293 lucGAA850 FXN promoter luciferase reporter, 24 h; percent of 10 µM SAHA response; activation, % at 6 µM; actives 0.56% (n = 360,000); AID 540364;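 active = activation above the average of all compounds screened plus 3 SD, cutoff fixed separately per campaign, cut at about 7.5% in these data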;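 also: 0% = DMSO wells and 100% = 10 µM SAHA wells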
PG9 binder: small molecules binding HIV-1 gp120 antibody PG9; TR-FRET gp120-PG9 antibody binding; inhibition, % at 6.7 µM; actives 0.43% (n = 360,000); AID 624416; in the data active = inhibition above about 8.5%
ssDAF-12 act: activates DAF-12 receptor from parasite S. stercoralis; HEK293 ssDAF-12/GRIP1 lit1-tk-luc reporter, luminescence; % of 3 µM dafachronic acid response; actives 1% (n = 370,000); activation, % at 6.8 µM;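 active = activation above the mean over all tested compounds plus 3 SD, cut at about 0.9% in these data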;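 also: 0% = DMSO-only wells and 100% = 3 µM delta7-dafachronic acid wells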
DAX1 inh-2: NR0B1 (DAX1) inhibition. HEK293 Gal4-DAX1 luciferase reporter, luminescence. inhibition, % at 6.75 µM. actives 0.99% (n = 340,000). AID 504766;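 active = inhibition above the mean over all tested compounds plus 3 SD, cut at about 4.2% in these data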;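 also: 0% = DAX1-transfected cells with DMSO and 100% = empty-vector control cells with DMSO; inhibition shows as a rise in luminescence from relieved DAX1 repression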
Target sequence (P51843 207-470 limits assumed): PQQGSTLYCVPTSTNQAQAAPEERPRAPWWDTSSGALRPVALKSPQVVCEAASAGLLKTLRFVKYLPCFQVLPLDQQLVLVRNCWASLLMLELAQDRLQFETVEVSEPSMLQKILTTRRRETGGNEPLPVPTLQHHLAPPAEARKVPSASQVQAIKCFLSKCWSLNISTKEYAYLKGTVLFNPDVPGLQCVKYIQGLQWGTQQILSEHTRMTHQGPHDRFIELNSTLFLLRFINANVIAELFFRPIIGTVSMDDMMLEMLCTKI
PLC-beta3 inh: PLC-beta3 (human) inhibition, primary screen | actives 0.18% (n = 370,000) | AID 720704 | inhibition, % at 12.2 µM | Q01970 | Purified PLC-beta3, fluorogenic substrate, fluorescence; in the data active = inhibition above about 11%;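 also: 0% = median of compound wells on plate and 100% = full blocker control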
SMARCA2 activ: increases SMARCA2 function in MMTV reporter cells | MG213 cells, MMTV-luciferase reporter, dexamethasone, overnight | activation, % at 9.1 µM | actives 1% (n = 370,000) | AID 652017; in the data active = activation above about 7.8%;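 also: 0% = vehicle wells and 100% = reference activator wells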
HGIII-sPLA2 inh: Inhibits HGIII-sPLA2 liposome hydrolysis, primary screen. Q9NZ20. inhibition, % at 12.2 µM. actives 0.56% (n = 370,000). QFRET BODIPY PC-A2 liposome hydrolysis, fluorescence. AID 743126;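 active = inhibition above mean plus 3 SD of compounds lying within the high and low control bounds, cut at about 19% in these data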;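 also: 0% = median of test compound wells and 100% = no enzyme DMSO wells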
NR1D1 modulator: modulates human Rev-erb alpha binding to DNA; P20393; Rev-erbα–FITC-DNA binding, fluorescence polarization, 90 min; activity, % at 10 µM; actives 0.79% (n = 370,000); AID 1259318;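 active = activity above about 14%, limit read from the data; passing the limit was not always enough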;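 also: 0% = DMSO wells with 35 nM protein and 100% = DMSO wells with 750 nM protein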
Target sequence (P20393 whole entry, looked up): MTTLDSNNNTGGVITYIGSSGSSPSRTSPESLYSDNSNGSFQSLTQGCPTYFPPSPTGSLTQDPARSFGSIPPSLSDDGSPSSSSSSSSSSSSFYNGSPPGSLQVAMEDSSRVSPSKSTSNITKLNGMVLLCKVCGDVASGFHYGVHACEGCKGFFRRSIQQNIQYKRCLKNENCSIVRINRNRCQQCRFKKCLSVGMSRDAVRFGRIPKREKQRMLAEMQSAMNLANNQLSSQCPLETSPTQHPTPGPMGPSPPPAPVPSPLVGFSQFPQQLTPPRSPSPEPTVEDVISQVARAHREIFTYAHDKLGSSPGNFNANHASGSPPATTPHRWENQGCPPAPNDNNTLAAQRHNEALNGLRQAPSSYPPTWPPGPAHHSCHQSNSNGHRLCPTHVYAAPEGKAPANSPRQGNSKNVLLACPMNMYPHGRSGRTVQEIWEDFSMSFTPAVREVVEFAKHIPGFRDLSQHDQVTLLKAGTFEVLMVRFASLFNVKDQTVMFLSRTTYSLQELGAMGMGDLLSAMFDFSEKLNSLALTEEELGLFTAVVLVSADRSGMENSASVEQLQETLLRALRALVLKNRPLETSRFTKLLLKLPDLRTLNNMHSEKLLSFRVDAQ
hgDAF12 agonist: agonists of H. glycines DAF-12 nuclear receptor. activation, % at 6.8 µM. HEK293 GAL4-hgDAF12 UAS-luciferase reporter, agonist luminescence; normalized to butyrate control. actives 1.8% (n = 370,000);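 active = activation above a cutoff set at the mean of all screened compounds plus 3 SD, cut at about 10% in these data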;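 also: 0% = DMSO wells and 100% = sodium butyrate wells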
* hit, by the source's call; i = inactive. Outcome played no part in choosing rows; overall some 7% were active at least once.

Short forms – A = DAX1 inh-1; B = hcDAF-12 act; C = GAA850 FXN act; D = PG9 binder; E = ssDAF-12 act; F = DAX1 inh-2; G = PLC-beta3 inh; H = SMARCA2 activ; I = HGIII-sPLA2 inh; J = NR1D1 modulator; K = hgDAF12 agonist
1	COc1cc(OC)c(C2=NOC(C(=O)N3CCN(C(=O)c4ccco4)CC3)C2)cc1Cl (stereo unspecified)
  A = 0.0; B = -2.2; C = 0.8; D = 1.9; E = -1.9; F = -0.1; G = -6; H = -3; I = 2; J = -1; K = -0.7

2	Cc1ccc(NC(=S)N(CCN(C)C)C(C)c2cccnc2)c(C)c1 (stereo unspecified)
  A = -0.6; B = -1.2; C = -0.7; D = -1.2; E = -1.6; F = -0.3; G = -5; H = -1; I = 5; J = -6; K = 3.3

3	Cc1nnc(SCC(=O)NCc2ccccc2)n1-c1ccccc1
  A = -0.5; B = -0.5; C = -0.1; D = -0.1; E = -0.9; F = 2.4; G = 0; H = -5; I = 7; J = 4; K = -1.4

4	CC(C)C[C@@H](CN=[N+]=[N-])N1CCN(CC(C)C)CCC1=O
  A = -0.1; B = -1.1; C = -1.4; D = -1.3; E = -0.8; F = -0.2; G = 2; H = -1; I = 0; J = -4; K = 1.2

5	Fc1ccc(C2=Nc3cccc4cccc(c34)N2)cc1
  A = 0.0; B = 4.2; C = 1.8; D = -0.8; E = -0.7; F = 0.3; G = -3; H = 1; I = 9; J = -1; K = 4.8

6	CC(=O)c1c(C)[nH]c(C(=O)Nc2ccc(C)c(S(=O)(=O)N(C)C)c2)c1C
  A = 13*; B = 5.2; C = 5.2; D = -0.4; E = 1.0*; F = 3.6; G = -8; H = 5; I = 0; J = -4; K = 10*

7	CCOC(=O)C1=c2s/c(=C\c3cccnc3)c(=O)n2C(N)=C(C(=O)OC)C1c1cccnc1 (stereo unspecified)
  A = 0.1; B = -0.5; C = -0.3; D = -2.4; E = -1.0; F = 1.0; G = 5; H = -3; I = 8; J = -16; K = -1.0

8	CC(O)[C@H]1CN=C(N)N1CC1CCCCC1 (stereo partly specified)
  A = 0.1; B = 1.7; C = -0.2; D = -0.5; E = -1.2; F = 1.6; G = 4; H = 2; I = 4; J = -1; K = -0.3

9	Cn1c(=O)c2c(nc(CN3CCCCC3)n2CCc2ccccc2)n(C)c1=O
  A = -0.1; B = 1.3; C = 3.7; D = -0.9; E = -1.2; F = -0.9; G = -1; H = 1; I = 10; J = -4; K = 0.0

10	CN(C(=O)c1ccc(NC(=O)Cc2cccc(NC(=O)C3CCCN(C(=O)c4ccccc4)C3)c2)cc1)C1CC1 (stereo unspecified)
  A = 0.1; B = -0.7; C = -0.5; D = -0.8; E = -0.9; F = 1.5; G = -1; H = 2; I = -2; J = 2; K = 4.8

11	O=C(CNC(=O)c1ccccc1)NCCO
  A = -0.8; B = -0.8; C = 1.1; D = 1.7; E = -0.6; F = 0.4; G = 2; H = -2; I = 6; J = 1; K = -4.0

12	O=C(O)c1cc(-c2ccc(Cl)cc2)n[nH]1
  A = -0.7; B = -0.8; C = -0.8; D = 1.4; E = -1.0; F = 0.4; G = -1; H = -1; I = 8; J = 1; K = 2.1

13	CCN(CC)c1ccc(NC(=O)c2cncc(Br)c2)cc1
  A = 1.8; B = 1.1; C = 0.4; D = -8.1; E = -0.8; F = 0.8; G = -1; H = 4; I = 16; J = 2; K = 13*

14	CC1(C)c2[nH]c3ccccc3c2C[C@@H]2C(=O)N(Cc3ccc(F)cc3)C(=O)N21
  A = -0.8; B = -2.4; C = -1.1; D = 0.9; E = -1.5; F = -0.5; G = -15; H = 0; I = -20; J = 1; K = 1.8

15	COc1ccc(-c2sc3ccccc3c2/C=C/c2ccc(N)cc2)cc1
  A = 0.2; B = 2.0; C = 3.9; D = -0.1; E = -0.7; F = 0.8; G = i; H = 2; I = 22*; J = -7; K = 2.1

16	O=C(CN1C(=O)C(=O)N(Cc2ccccc2)C1=O)Nc1ccc(OC(F)F)cc1
  A = -0.5; B = -0.4; C = 0.2; D = -0.2; E = -0.8; F = 0.9; G = -7; H = -1; I = 7; J = -1; K = 1.2

17	CCN(c1cccc(C)c1)S(=O)(=O)c1nnc(NC(=O)c2ccco2)s1
  A = -0.2; B = -0.3; C = -0.2; D = 0.2; E = -1.2; F = -0.1; G = -44; H = -2; I = -14; J = -3; K = -1.9

18	CCOC(=O)c1c(-c2ccccc2)csc1NC(=O)/C(C#N)=C/c1ccc(OC)c(OC)c1
  A = 0.0; B = -1.1; C = 1.3; D = -1.7; E = -1.3; F = -0.5; G = -7; H = -2; I = -4; J = 11; K = -0.6

19	O=[N+]([O-])c1cccc(-c2ccc(/C=N/n3c(-c4ccccc4)n[nH]c3=S)o2)c1
  A = -0.6; B = -0.3; C = -0.3; D = -1.1; E = -1.4; F = 0.6; G = -1; H = -4; I = -2; J = 3; K = -4.6

20	COc1ccc(-c2csc(NC(C)c3nc4cc(C(=O)NCCCO)ccc4n3Cc3ccc(C)cc3)n2)cc1 (stereo unspecified)
  A = 0.1; B = -1.2; C = 2.6; D = 0.5; E = -1.4; F = 2.8; G = -16; H = 0; I = -1; J = 0; K = -0.9

21	CN(C)c1nc2c(N)ncnc2n1C1OC(CO)C(O)C1O (stereo unspecified)
  A = 1.5; B = -0.6; C = -1.5; D = 0.8; E = -0.5; F = 0.1; G = 1; H = 2; I = 8; J = 6; K = 3.9

22	O=C(NCCc1ccccc1)c1ccc(Cl)c([N+](=O)[O-])c1
  A = 1.8; B = 2.2; C = 2.2; D = 0.1; E = -0.5; F = 1.2; G = 0; H = 9.9*; I = -5; J = 2; K = 8.9

23	COc1ccc(-c2ccc3nnc(SCC(N)=O)n3n2)cc1
  A = -0.6; B = 2.5; C = 2.3; D = 0.1; E = -1.4; F = 1.1; G = -316; H = 1; I = 4; J = -3; K = 2.1

24	Cc1ccc(-c2n[nH]c(=S)nc2-c2ccc(C)cc2)cc1
  A = 0.3; B = -1.6; C = 3.4; D = 1.5; E = -0.9; F = -1.2; G = 2; H = -3; I = 15; J = -2; K = -2.0

25	CC(=O)c1ccc(-n2cc(C#N)c(=O)[nH]c2=O)cc1
  A = 0.5; B = -1.2; C = 2.6; D = 0.3; E = -1.1; F = -1.0; G = -7; H = 2; I = 1; J = -6; K = -0.1

Next structures follow:
Short forms – A = DAX1 inh-1; B = hcDAF-12 act; C = GAA850 FXN act; D = PG9 binder; E = ssDAF-12 act; F = DAX1 inh-2; G = PLC-beta3 inh; H = SMARCA2 activ; I = HGIII-sPLA2 inh; J = NR1D1 modulator; K = hgDAF12 agonist
26	CCCOc1ccc(C(=O)Nc2ccc(N(C)C)cc2)cc1
  A = -0.3; B = -2.2; C = -1.0; D = -5.8; E = -1.3; F = -0.7; G = -7; H = 1; I = 14; J = 3; K = 3.2

27	CC(=O)NC12CC3CC(C1)CC(C(=O)N(C)CC(=O)Nc1ccccc1Cl)(C3)C2
  A = -0.9; B = -0.8; C = -1.1; D = -0.2; E = -0.2; F = 0.8; G = 0; H = 2; I = -4; J = 4; K = 0.4

28	CC(=O)OC1OCCOC1NC(=S)Nc1cccc(C(F)(F)F)c1 (stereo unspecified)
  A = 0.5; B = 0.3; C = 0.7; D = -0.1; E = -1.1; F = 1.7; G = 3; H = 1; I = 0; J = -1; K = 4.5

29	Cc1nn(-c2ccccc2)c(Cl)c1/C=N/Nc1ccc(S(=O)(=O)Nc2ccccc2C(=O)O)cc1[N+](=O)[O-]
  A = 0.4; B = 0.1; C = 1.0; D = 1.6; E = -1.9; F = 0.7; G = 0; H = 0; I = -25; J = 3; K = 0.4

30	COc1ccc(CNC(=O)c2nn(C)c3c2CS(=O)(=O)c2ccccc2-3)cc1
  A = 0.0; B = -1.5; C = 0.9; D = 1.5; E = -1.2; F = -0.5; G = -2; H = -4; I = 6; J = -4; K = -2.9

31	NC(=O)c1cc(Cl)ccc1OCC(=O)NC1CC1
  A = -0.4; B = -0.6; C = -1.8; D = 0.9; E = -1.0; F = 1.3; G = -11; H = 0; I = 3; J = 3; K = 4.2

32	N#Cc1ccsc1NC(=O)CSc1ncnc2ccccc12
  A = -0.4; B = 2.1; C = 2.3; D = -3.3; E = 0.1; F = -0.1; G = -23; H = 2; I = -5; J = -7; K = 1.5

33	CCOC(=O)c1c(NC(=S)Nc2ccccc2)sc2c1CCN(CC)C2
  A = -0.5; B = -2.1; C = 2.3; D = 1.4; E = -1.2; F = 0.3; G = -173; H = 1; I = -26; J = 6; K = 4.9

34	COc1ccccc1Nc1nc2cc(C)ccc2cc1C#N
  A = 0.2; B = 3.2; C = 0.9; D = -0.3; E = 0.3; F = 0.7; G = 2; H = -1; I = -2; J = 96*; K = 3.9

35	CCC1(c2ccccc2)NC(=O)N(CC(=O)NCc2ccc(C)cc2)C1=O (stereo unspecified)
  A = 0.0; B = -2.1; C = 0.9; D = 0.6; E = -1.2; F = 1.6; G = -4; H = -2; I = 1; J = 4; K = -2.4

36	Cc1ccc(N(C)C(=O)N2CCN(S(=O)(=O)c3c(C)cc(C)cc3C)CC2)cc1
  A = -0.5; B = -1.3; C = 2.1; D = -1.1; E = -1.4; F = 0.6; G = 4; H = 0; I = -6; J = 1; K = -1.6

37	COC(=O)c1cn(CC(=O)N2CCCCC2C)c2ccccc12 (stereo unspecified)
  A = -0.2; B = -1.4; C = 2.4; D = -0.8; E = -1.2; F = -0.6; G = -2; H = 1; I = -4; J = -1; K = 0.0

38	CC(Nc1nc(-c2ccc(F)cc2)cs1)c1nc2cc(C(F)(F)F)ccc2n1CCOCCO (stereo unspecified)
  A = -0.3; B = 2.8; C = -0.9; D = -2.7; E = -1.1; F = -1.1; G = 1; H = 1; I = -5; J = 2; K = 0.9

39	COCC(=O)N1CCC(Oc2ccc(C(=O)NC(C)c3nccs3)cc2)CC1 (stereo unspecified)
  A = -0.5; B = -1.0; C = -0.2; D = 2.1; E = -0.4; F = -0.1; G = -7; H = -1; I = 11; J = 5; K = -1.3

40	COc1ccc(C(=O)Nc2ccccc2C(=O)Nc2ccccc2C(=O)O)cc1
  A = 0.3; B = -0.8; C = 4.0; D = -1.3; E = -0.5; F = 1.9; G = -43; H = 3; I = -58; J = -2; K = 0.4

41	Nc1nc(C(c2ccccc2)c2ccccc2)cs1
  A = -0.4; B = -1.9; C = -0.8; D = -0.6; E = -1.1; F = 0.5; G = -4; H = 0; I = 6; J = 0; K = 1.6
